# NALP1 inh: blocks the NALP1 inflammasome reconstituted in yeast; AID 2071; 0.61% of 280,000 active; inhibition, % at 10 µM; S. cerevisiae NALP1/ASC/caspase-1 growth, X-gal OD620, 72 h; in the data active means inhibition mostly above about 24%, no sharp cut-off; inactive means mostly below about 32%; further: some compounds called inactive have numbers as strong as hits
# PfM18AAP inh: blocks P. falciparum M18 aspartyl aminopeptidase; 1.2% of 290,000 active; recombinant PfM18AAP, H-Glu-NHMec fluorogenic cleavage; inhibition, % at 7.35 µM;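 active means inhibition above the campaign mean inhibition over all tested compounds plus 3 SD, cut at about 28% in these data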;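 further: 0% = plate median of test compound wells and 100% = 2 mM ZnCl2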
# VIM-2 inhibitor: inhibitors of Pseudomonas aeruginosa VIM-2 metallo-beta-lactamase; purified VIM-2, nitrocefin hydrolysis, epi-absorbance fluorescence; 0.89% of 290,000 active; inhibition, % at 5.6 µM; AID 1527;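 active means inhibition above the mean of all tested compounds plus 3 SD, cutoff set per screening run, cut at about 7.5% in these data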;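 further: red hydrolysis product quenches plate fluorescence so inhibitors raise well fluorescence; 0% = enzyme with DMSO and 100% = DMSO without enzyme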
# IMP-1 inh: inhibitors of Pseudomonas aeruginosa IMP-1 metallo-beta-lactamase; inhibition, % at 5.6 µM; 0.45% of 290,000 active; purified IMP-1, nitrocefin hydrolysis, epi-absorbance fluorescence;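 active means inhibition above the mean plus 3 SD of all compounds in the same screening run, cut at about 4.5% in these data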;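 further: 0% = IMP-1 with DMSO and 100% = DMSO wells lacking enzyme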
#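 system = purified recombinant IMP-1 beta-lactamase | amount = 0.2 nM IMP-1, as dispensed | medium = HEPES buffer pH 7.1 with ZnSO4 and Brij 35 | times = 25 °C, 15 min preincubation, 25 min reaction | detection = plate fluorescence quenching by hydrolysis product, ex 480/em 530 nm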
# IDE act: IDE (human) activation, cell-based; activation, % at 5.96 µM; 0.073% of 340,000 active; AID 493087; HEK cells, FAbeta-B cleavage, fluorescence polarization; 0% vehicle, 100% cell-free pure enzyme wells; P14735;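 active means activation above the mean of all tested compounds plus 3 SD, set per screening campaign, cut at about 17% in these data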
# Target sequence (P14735 whole entry, looked up): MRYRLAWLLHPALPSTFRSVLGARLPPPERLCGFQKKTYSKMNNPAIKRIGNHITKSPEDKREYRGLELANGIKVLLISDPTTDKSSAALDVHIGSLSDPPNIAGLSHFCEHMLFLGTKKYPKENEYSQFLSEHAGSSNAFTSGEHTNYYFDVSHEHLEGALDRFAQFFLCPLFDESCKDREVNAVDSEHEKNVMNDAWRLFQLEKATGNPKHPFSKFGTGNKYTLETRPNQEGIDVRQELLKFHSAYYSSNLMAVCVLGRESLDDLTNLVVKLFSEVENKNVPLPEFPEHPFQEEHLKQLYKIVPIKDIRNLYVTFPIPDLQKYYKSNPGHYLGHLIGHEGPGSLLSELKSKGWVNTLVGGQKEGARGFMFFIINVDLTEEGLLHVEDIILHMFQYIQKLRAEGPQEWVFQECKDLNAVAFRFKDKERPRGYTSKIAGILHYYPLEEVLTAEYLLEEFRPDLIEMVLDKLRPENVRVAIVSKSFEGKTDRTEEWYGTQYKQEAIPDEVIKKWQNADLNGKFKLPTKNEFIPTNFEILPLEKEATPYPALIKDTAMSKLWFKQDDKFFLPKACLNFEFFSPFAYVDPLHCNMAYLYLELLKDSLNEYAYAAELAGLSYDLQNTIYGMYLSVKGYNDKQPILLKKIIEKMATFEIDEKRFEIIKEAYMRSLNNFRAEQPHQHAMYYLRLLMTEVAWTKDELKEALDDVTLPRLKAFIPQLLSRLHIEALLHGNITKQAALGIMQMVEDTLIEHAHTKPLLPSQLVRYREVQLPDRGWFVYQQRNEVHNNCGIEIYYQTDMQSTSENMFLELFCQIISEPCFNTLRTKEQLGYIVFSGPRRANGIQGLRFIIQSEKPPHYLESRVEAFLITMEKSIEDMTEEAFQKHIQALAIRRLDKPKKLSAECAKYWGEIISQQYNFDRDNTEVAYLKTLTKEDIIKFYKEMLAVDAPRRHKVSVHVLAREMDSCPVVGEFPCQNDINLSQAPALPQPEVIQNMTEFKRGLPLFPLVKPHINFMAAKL
# IDE cell inh: cellular human IDE inhibition; P14735; HEK cells, FAbetaB cleavage, fluorescence polarization; inhibition, % at 5.59 µM; 0.41% of 320,000 active;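 active means percent inhibition above the average of all tested compounds plus 3 SD, set per screening campaign, cut at about 16% in these data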;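 further: IDE supplied by intact live HEK cells; FP after avidin binding of uncleaved biotin substrate so inhibition keeps polarization high; 0% = DMSO wells and 100% = 60 µM reference IDE inhibitor Ii1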
# pCIP destab: p/CIP protein destabilization | Q05BA5 | F442A p/CIP-EGFP cells, EGFP fluorescence, 16 h | decrease of EGFP signal, % at 10 µM | 0.01% of 290,000 active;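 active means EGFP signal decrease of at least 30% at 10 µM or well 3 SD below plate mean, unless failing retest; inactive means the rest, including hits failing retest or dose response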; further: some compounds called inactive have numbers as strong as hits; many of its hits are not listed in these tables
# GPR7 antag: human neuropeptides B/W receptor 1 antagonism. P48145. GPR7-expressing cells, fluorescence antagonist assay. inhibition, % at 4.4 µM. 1.1% of 290,000 active; in the data active means inhibition above about 16%, passing the limit was not always enough;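 further: cells stimulated with the agonist NPW; 0% = agonist with vehicle and 100% = vehicle without agonist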
# PHOSPHO1 inh: inhibitors of human PHOSPHO1 phosphatase; Q8TCT1; recombinant PHOSPHO1, absorbance phosphatase assay; inhibition, % at 13.3 µM; 1.1% of 290,000 active; in the data active means inhibition above about 60%
# Active calls of the source: *; nt = not tested or not shown; & = joins results of further samples.
smiles,NALP1 inh,PfM18AAP inh,VIM-2 inhibitor,IMP-1 inh,IDE act,IDE cell inh,pCIP destab,GPR7 antag,PHOSPHO1 inh
CC(C)N1CCN(Cc2cc3c(cc2Cl)OCO3)CC1CCO (stereo unspecified),-53,6,-1.6,-1.1,8,-4,8,-12,4
CCCCCn1c(=O)c(C(=O)NCc2ccco2)c(O)c2ccccc21,13,0,-5.1,-1.0,5,0,-2,5,44
CCOP(=S)(OCC)SCC(=O)NC(C)(CC)C(=O)O (stereo unspecified),11,-5,-7.6,-3.8,-1,7,2,-2,7
COc1ccc(CN2CC=C(c3ccc(F)cc3)CC2)cc1Br,13,3,-1.9,-4.3,-2,nt,-4,-9,8
O=C1NC(=O)N(Cc2cccs2)C(=O)/C1=C/c1ccc(N2CCOCC2)cc1,26,10,-2.1,-0.9,1,-1,-4,-8,-10
O=C1OCCC1NC1=NCCC1 (stereo unspecified),nt,4,-0.7,-2.8,4,1,1,-3,10
CSc1ccc(C(=O)C2CCCN(Cc3cccnc3)C2)cc1 (stereo unspecified),-2,-1,-1.8,-2.5,0,7,5,-11,-19
CN1C2CCC1CC(=NO)C2,-4,-6,-0.3,-1.6,4,3,1,-10,40
CCCCC(=O)N/N=C/c1c(O)n(C2CC2)c(=S)[nH]c1=O,3,4,-2.2,-2.8,3,1,13,2,-4
CCOP(=O)(C#CC(C)(C)C)C1(O)CCCCC1 (stereo unspecified),21,-1,-0.9,-2.8,1,4,2,-3,5
CN(CC1COc2ccccc2O1)c1nc(-c2cccnc2)nc2ccccc12 (stereo unspecified),nt,7,-0.3,-1.6,-14,2,nt,2,nt
CCCC(=O)Nc1cc(C(=O)N2CCC3(CC2)OCCO3)ccc1S(=O)(=O)c1ccc(C)cc1,3,0,-0.3,0.0,2,-2,6,1,7
CCCCn1c(O)c(C(C)=NCCCN(C)C)c(=O)[nH]c1=O,-26,-8,0.5,-0.5,5,-8,-3,-6,-16
Brc1ccc(C2N3CCCN23)cc1 (stereo unspecified),32,4,-2.0,-0.8,2,0,5,-6,-8
O=c1c2ccccc2nc(-c2ccco2)n1-c1ccccc1,15,7,-5.7,-4.4,-6,6,4,-12,2
Cc1cc(C)c2c(c1)-c1cc(C)nn1C(c1cccnc1)N2 (stereo unspecified),17,0,-0.8,-0.6,5,5,3,-7,-16
C=COCCn1c(C)c(C(=O)OCC)c2cc(O)ccc21,6,4,-0.1,0.8,-2,-3,-2,2,5
CCOC(=O)c1c(-n2c(C)cc(/C=C3/C(=O)NC(=O)N(CC)C3=O)c2C)sc2c1CCCC2,nt,2,-1.6,-3.3,5,7,nt,-9,nt
CCOP(=O)(OCC)C(NC(=O)C(Cl)Cl)C(Cl)(Cl)Cl (stereo unspecified),-16,5,-1.7,-2.9,8,1,-2,-5,50
N=C1c2ccccc2CN1CC(=O)c1ccccc1,nt,-4,0.1,-1.4,2,0,2,13,4
COc1cc(C(C)=O)ccc1OC(=O)N(C)c1ccccc1,5,-4,-3.3,-2.0,2,5,1,27,36
O=S(=O)(F)c1ccc2nc(-c3cccc(Sc4ccccc4)c3)cc(Cl)c2c1,nt,-3,-2.4,-0.7,-3,3,4,-1,25
C[N+]1(C)CCc2cc3c(cc2[C@H]1[C@@H]1OC(=O)c2c1ccc1c2OCO1)OCO3,13&6,-6&-2,-1.9&0.6,-2.1&0.4,8&2,2&2,-8&-6,-11&23,-4&44
CCC(CC)N1CCN(Cc2nc3ccccc3c(=O)n2-c2ccc(F)cc2)CC1,3,-4,-1.0,-5.0,3,6,-2,-10,30
C#C[C@@]1(O)CCC2C3CCC4=C/C(=N/OCC(=O)NC(C(=O)O)C(C)O)CC[C@]4(C)C3CC[C@@]21C (stereo partly specified),15,-7,0.8,-3.1,0,-1,-9,9,28
CCOP(=O)(Cc1cc(C#N)oc1C)OCC,28,-17,-4.2,-3.7,-5,5,7,-8,-8
O=c1[nH]c(=O)n(CC2CCCO2)c(O)c1/C=C1\C=Nc2ccccc21 (stereo unspecified),15,16&-2,-2.1&-2.0,-2.0&-0.8,-5&-2,4&3,1&-9,-1&-9,12&-8
CCOC(=O)c1ccc(N=C(CC)c2c(O)n(C)c(=O)n(C)c2=O)cc1,nt,-9,-4.2,-2.2,6,7,0,-5,32
CCOc1ccc2nc(N=Nc3c(O)[nH]c(=S)[nH]c3=O)sc2c1,3,10,-7.4,-12,4,3,14,-10,-31
Cc1cc(/C=C2/C(=O)NC(=O)N(c3ccccc3)C2=O)c(C)n1-c1ccc(F)cc1,nt,5,-0.3,-0.3,0,-2,nt,-11,nt
FC(F)=C(F)CCSc1ncn[nH]1,12,10,0.3,-1.7,3,-9,12,0,-1
Cc1c(C(=O)c2ccccc2)c2ccccc2n1C,14,3,-2.1,-3.0,1,1,-7,-20,30
Cc1cc(Cl)nc(N)n1,24,-1,-1.2,-4.5,3,-1,-15,-1,-2
Cc1nc2cc(C(=O)N3CCC4(CC3)OCCO4)ccc2n1-c1ccc(Br)cc1,-14,-2,-1.6,-4.4,5,-5,0,-3,39
CCc1nn(CC(=O)N2CCC3(CC2)OCCO3)c(=O)c2cc3ccccc3n12,5,-5,0.0,-4.2,1,6,17,-9,40
CC12CN3C(O)C(C)(C1)CC(C)(C2)C3O (stereo unspecified),-18,-4,-1.8,-1.0,2,-1,-5,-4,9
O=[N+]([O-])c1ccc(N2CCCCCC2)c2ncccc12,8,-3,0.9,-1.1,9,-3,-23,-5,28
O=C(C1CC(c2ccc(F)cc2)=NO1)N1CCC2(CC1)OCCO2 (stereo unspecified),-5,-4,-0.8,-4.0,3,-1,-6,-5,3
Cc1ccc(Cn2ccccc2=N)cc1,6,-12,-1.0,-2.4,-4,nt,3,-11,20
CN(C)C1(CNC(=O)c2ccc(Cl)c(S(=O)(=O)NCc3ccco3)c2)CCCCC1,-11,9,-3.2,-2.0,2,1,-10,0,10

# Reprinted at random: three entries already listed
smiles,NALP1 inh,PfM18AAP inh,VIM-2 inhibitor,IMP-1 inh,IDE act,IDE cell inh,pCIP destab,GPR7 antag,PHOSPHO1 inh
CCOC(=O)c1c(-n2c(C)cc(/C=C3/C(=O)NC(=O)N(CC)C3=O)c2C)sc2c1CCCC2,nt,2,-1.6,-3.3,5,7,nt,-9,nt
O=c1[nH]c(=O)n(CC2CCCO2)c(O)c1/C=C1\C=Nc2ccccc21 (stereo unspecified),15,16&-2,-2.1&-2.0,-2.0&-0.8,-5&-2,4&3,1&-9,-1&-9,12&-8
C[N+]1(C)CCc2cc3c(cc2[C@H]1[C@@H]1OC(=O)c2c1ccc1c2OCO1)OCO3,13&6,-6&-2,-1.9&0.6,-2.1&0.4,8&2,2&2,-8&-6,-11&23,-4&44

# Next section:
smiles,NALP1 inh,PfM18AAP inh,VIM-2 inhibitor,IMP-1 inh,IDE act,IDE cell inh,pCIP destab,GPR7 antag,PHOSPHO1 inh
CCN(CC)c1ccc(/C=C2\C(=O)NC(=O)N(CC3CCCO3)C2=O)cc1 (stereo unspecified),35,10,-3.9,-2.3,0,2,-31,-6,5
COc1ccccc1N1CCN(Cc2c(F)cccc2Cl)CC1,12,-1,-3.8,-3.2,5,-1,1,18,2
Fc1cccc(F)c1CN1CCN(Cc2c(F)cccc2F)CC1,5,-1,-2.5,0.4,-1,-2,-1,5,-8
O=C(Nc1ccccc1OC(=O)N1CCCCC1)N1CCCCC1,34,0,1.2,1.3,2,5,1,-3,4
O=C(CN1C(=O)CCSc2ccccc21)N1CCC2(CC1)OCCO2,22,2,-3.7,-1.5,3,0,0,-4,-6
Cc1ccc(CN2C3CCCC2CC(NC(=S)NCc2ccccc2)C3)cc1 (stereo unspecified),4,-2,-4.7,-3.6,4,1,11,7,32
C=CCN1CC[C@@]2(C)c3cc(O)ccc3CC1[C@@H]2C,-3,nt,nt,nt,5,6,6,nt,-10
CC1CCCN(CC(=O)N2CCCc3ccccc32)C1 (stereo unspecified),10,-4,-3.8,-4.2,-3,4,2,-4,-7
CCC(=O)N1N=C2C3CCN(CC3)C2C1c1ccccc1 (stereo unspecified),4,-8,1.8,0.2,2,-3,-2,-10,0
O=C1NC(=O)N(Cc2ccc(F)cc2)C(=O)/C1=C\c1ccc([N+](=O)[O-])s1,nt,-10,0.3,-1.7,-21,12,-18,-1,3
Cc1ccc(N2C(=O)NC(=O)C(CCc3ccccn3)(Cc3ccc(F)cc3)C2=O)cc1 (stereo unspecified),-6,-2,-1.8,-0.8,3,-3,-11,3,-19
O=C(c1cccc([N+](=O)[O-])c1)C12CN3CN(CN(C3)C1)C2,-17,-3,-1.3,-1.3,3,-3,-3,-13,53
Cc1ccc(C2CN(C)CC2C(=O)c2ccc(F)cc2)cc1 (stereo unspecified),17,2,-3.4,-0.5,-1,3,3,-2,27
C=CCn1c(O)c(C=NCCCOc2ccc(CC)cc2)c(=O)[nH]c1=S,6,-5,-0.2,-2.7,-3,4,14,-3,-7
C[C@]12C=CC(=O)C=C1C=C[C@@H]1C2CC[C@]2(C)C(=O)CCC12 (stereo partly specified),-4,1,-0.4,-1.3,-5,6,-1,3,11
CN1C(=O)/C(=C\c2ccc(N3CCCCCC3)cc2)C(=O)NC1=S,16,-4,0.1,0.5,2,4,-2,-10,-54
COc1ccccc1N=Nc1c(O)[nH]c(=S)[nH]c1=O,3,17,-4.6,-6.0,0,-3,-8,0,12
Cc1ccc2c(c1)C1CN(C)CCC1N2C(=O)c1cccs1 (stereo unspecified),nt,-4,-3.6,-3.4,6,-8,9,-6,-30
C=CCn1c(O)c(/C(C)=N/NC(=S)Nc2ccccc2)c(=O)[nH]c1=O,nt,-11,3.5,-0.2,4,3,-2,11,-15
O=C(COc1ccccc1)N1CCN(CC2CC3C=CC2C3)CC1 (stereo unspecified),23,3,-2.4,0.1,1,5,-9,13,12
Cc1ccsc1C(=O)C1CCCN(Cc2cn(C)nc2C)C1 (stereo unspecified),5,1,-1.4,-2.8,5,-1,-20,-7,10
Oc1ccc(C[C@H]2NCCc3cc(O)c(O)cc32)cc1O,-10,82*,-1.6,-3.2,-5,nt,-12,7,19
Cc1nn(Cc2ccccc2Cl)c(C)c1C(=O)OCC(=O)NC1CCCC(C)C1C (stereo unspecified),28,-6,-2.2,-3.7,-3,-2,-3,-8,-2
COc1ccc(C(=O)CC2C(=O)N(C)C(=O)N(C)C2=O)cc1,17,-5,-2.1,-0.4,6,-4,3,-9,-5
CN1C(=O)CN=C(c2ccc(Cl)cc2)c2cc(Cl)ccc21,33,3,-0.4,-0.1,9,0,2,2,-4
O=C(N/N=C/c1c(O)n(CCC2=CCCCC2)c(=S)[nH]c1=O)c1ccccc1,27,-1,-1.1,-4.2,7,0,-11,-7,3
O=C(Cn1c(=O)n(CC2CS2)c2ccccc21)N1CCCCCC1 (stereo unspecified),0,-6,1.4,-4.5,6,2,-3,4,37
CCN1CCc2ccccc2C1,-1,-1,-2.0,-1.5,2,2,-7,-8,29
CCN(CC)C(=O)c1ccc(N(Cc2ccccc2)S(C)(=O)=O)cc1,13,-1,-0.8,-1.6,6,nt,-2,2,14
C=CCN1C(=O)NC(=O)/C(=C\c2ccc(-c3ccccc3[N+](=O)[O-])o2)C1=O,8,10,-1.2,-0.5,5,2,-6,2,6
Cc1nc2ccccc2c(=O)n1-c1cc(F)ccc1F,3,4,-4.0,-3.2,4,-1,0,-8,20

# Bioassay records: PubChem, several laboratories

# This is a subset (hit frequency here may not be typical).
